M1 agonist = agonists of M1 muscarinic receptor. CHO-M1 cells, Fluo-4 calcium fluorescence, agonist mode; active compounds read high. B-score at 10 µM. actives 3% (n = 64,000). AID 626;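 active = fluorescence rise, raw or as B-score row- and column-corrected plate score, outside the 99.7% band of its plate's samples, either direction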
Hsp90 block = displaces geldanamycin probe from tumor Hsp90; P07900; NCI-N417 lysate Hsp90, Cy3B-geldanamycin FP displacement; inhibition, % at 30 µM; actives 0.35% (n = 64,000); AID 429;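 active = inhibition above 50%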;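 note: 0% = tracer plus lysate wells and 100% = tracer alone without lysate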
D1 mod = D1 dopamine receptor (human) allosteric modulation | P21728 | HEK293 D1, CRE-luciferase, dopamine EC30 potentiation; actives deviate in either direction | B-score at 10 µM | actives 5.9% (n = 58,000) | AID 641;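 active = luminescence count or its row- and column-corrected plate score outside the 99.7% band of the plate's sample wells, on either side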
HTR1A agonist = agonists of human 5-HT1a serotonin receptor | P08908 | CHO 5-HT1a Ga15 NFAT-bla reporter, FRET ratio; 0% basal, 100% maximal reference agonist | activation, % at 10 µM | actives 0.56% (n = 65,000) | AID 567;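 active = activation above the screen-wide mean activation plus 3 SD, cut at about 19% in these data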;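 note: 0% = DMSO wells and 100% = 5-CT at EC100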
Target sequence (P08908 whole entry, looked up): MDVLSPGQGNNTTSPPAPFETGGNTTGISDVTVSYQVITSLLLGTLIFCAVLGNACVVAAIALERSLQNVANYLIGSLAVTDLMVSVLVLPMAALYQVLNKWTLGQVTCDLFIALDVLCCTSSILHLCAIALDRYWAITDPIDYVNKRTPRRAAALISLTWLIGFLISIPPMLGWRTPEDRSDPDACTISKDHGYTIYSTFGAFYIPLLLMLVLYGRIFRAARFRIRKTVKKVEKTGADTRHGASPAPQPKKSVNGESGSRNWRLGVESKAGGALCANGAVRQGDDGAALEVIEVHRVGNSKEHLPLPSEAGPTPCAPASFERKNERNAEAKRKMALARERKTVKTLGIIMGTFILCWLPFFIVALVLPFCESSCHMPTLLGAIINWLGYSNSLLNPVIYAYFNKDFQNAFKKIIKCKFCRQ
NADH coupling = inhibition of NAD/NADH coupling enzymes, library profiling. coupled PK/LDH NADH assays, four targets. IC50, µM (top dose mostly 10 µM), for the others: at the highest dose inhibition. actives 0.02% (n = 65,000);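 active = single-dose screening hits from any of four coupled enzyme assays that gave an IC50 when retested across doses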;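 note: the DPM-DC format reads NADH fluorescence rather than 340 nm absorbance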
M1 antag = blocks the rat M1 muscarinic receptor response to acetylcholine. B-score at 10 µM. CHO-M1 cells, Fluo-4 calcium, ACh EC80 antagonist mode; active compounds read low. actives 3.4% (n = 64,000);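 active = calcium fluorescence response, raw or row-and-column corrected B-score, differing from the plate sample mean either way at a set confidence level, mostly lower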
Target sequence (P08482 whole entry, looked up): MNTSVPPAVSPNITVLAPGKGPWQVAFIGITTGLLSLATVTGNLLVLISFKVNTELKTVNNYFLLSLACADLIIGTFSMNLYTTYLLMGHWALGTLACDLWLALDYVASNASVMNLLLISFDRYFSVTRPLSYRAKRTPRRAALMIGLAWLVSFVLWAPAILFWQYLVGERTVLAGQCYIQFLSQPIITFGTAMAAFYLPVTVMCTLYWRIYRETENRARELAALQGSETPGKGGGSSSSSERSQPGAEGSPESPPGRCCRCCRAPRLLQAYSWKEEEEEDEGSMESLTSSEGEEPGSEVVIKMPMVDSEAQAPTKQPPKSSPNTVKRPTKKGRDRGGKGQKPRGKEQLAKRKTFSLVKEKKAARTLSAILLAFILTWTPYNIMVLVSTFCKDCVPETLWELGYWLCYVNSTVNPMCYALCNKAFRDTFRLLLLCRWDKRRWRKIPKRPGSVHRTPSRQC
Fluor 339 460 = intrinsic fluorescence of library compounds, ex339/em460 – biochemical, MLSMR library, data from DPM-DC assay, artefact control, profiling panel | compound autofluorescence, ex339/em460 nm, NADH buffer; active compounds read high; 1 = no-compound wells, NADH background | fluorescence fold increase at 10 µM | actives 5.5% (n = 65,000);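 active = at 10 µM, mean starting fluorescence two-fold or more over control wells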;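 note: signal is the first read of a kinetic run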
E coli RNAP = inhibitors of Escherichia coli RNA polymerase; P0A8V2; E. coli RNA polymerase, fluorescence transcription assay; inhibition, %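 (tested at 10 µM)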; actives 0.2% (n = 62,000); in the data active = inhibition above about 20%;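 note: 0% = enzyme without compound and 100% = no enzyme blank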
HER2 expr 66K = lowers expression of human Her2 kinase. actives 0.69% (n = 65,000). AID 645. SKBR-3 HER2 protein level, AlphaScreen, 18-24 h; active compounds read low. HER2 level % of control, % at 10 µM. P04626;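 active = HER2 level under 5% of the carrier-only control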;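 note: 100% = DMSO carrier and 0% = 500 nM PU-H71 HSP90 inhibitor; lower value means stronger loss of Her2 protein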
Numbers without * were called inactive; / = no result given; [ ] = dose if it differs, or a comment.

No.	structure	M1 agonist	Hsp90 block	D1 mod	HTR1A agonist	NADH coupling	M1 antag	Fluor 339 460	E coli RNAP	HER2 expr 66K
1	CC(C)C(NC(=O)OCc1ccccc1)C(=O)OCC(=O)NCc1ccco1 (centres undefined)	-0.4	-5	-0.099	-2.0	11%	-0.73	1	2	71
2	CC1Cn2c(COc3ccccc3)nnc2S1 (centres undefined)	-0.06	0	-0.4	-3.3	12%	0.085	1	4	104
3	Cc1ccnc(NC(=O)CN(C)S(=O)(=O)c2cccc3nsnc23)c1	0.28	-3	-0.0033	0.0	5%	0.39	1.1	3	82
4	CC(=O)Nc1ccc(NS(=O)(=O)C(F)(F)F)cc1	0.035	-3	0.43	-3.7	1%	0.05	1	9	130
5	COc1ccccc1N1CCN(C(CNC(=O)c2ccco2)c2cccnc2)CC1 (centres undefined)	-0.032	-4	/	0.8	1%	0.022	1	5	95
6	CN(C)S(=O)(=O)c1cccc(-c2nnc(SCc3cc(Cl)cc4c3OCOC4)n2N)c1	0.072	0	-0.0036	0.4	5%	1	1.1	0	115
7	CCn1cc(C(=O)N2CCCCC2)c(=O)c2cc(S(=O)(=O)N3CCC(C)CC3)ccc21	1.3	-3	-0.75	-0.8	7%	-0.3	0.94	8	114
8	CC1CCN(S(=O)(=O)c2cc(Br)cc(C(=O)NC3=NCCS3)c2)CC1	-0.87	0	-0.14	-1.1	7%	0.29	1.1	-1	102
9	O=C(O)CCCNS(=O)(=O)c1ccc(Br)s1	2.5	-4	-0.001	-1.9	4%	-0.017	1.1	5	69
10	Cc1cc2c(s1)c1cnn(Cc3ccccc3F)c(=O)c1n2C	1.2	-4	/	-0.3	2%	0.65	1.1	0	66
11	CC(Oc1ccccc1Br)C(=O)N1CCc2ccccc21 (centres undefined)	0.24	-1	-0.26	-2.6	4%	0.46	1.1	6	76
12	CC(C)C(NC(=O)c1ccco1)C(=O)NCC(c1ccco1)N1CCCCC1 (centres undefined)	0.29	-2	-0.2	1.1	4%	-0.17	1.1	8	105
13	CN(C)C(=O)c1ccc(NC(=O)c2cncc(Br)c2)cc1	-0.57	-2	-0.12	-4.2	10%	-0.11	1.1	0	93
14	COc1cccc(C(O)c2cnc(C(C)C)n2C)c1OC (centres undefined)	-0.67	/	0.1	-1.1	4%	-0.087	1	2	132
15	CSc1sc(C)cc1C1C(C#N)=C(N)N(c2cccnc2)C2=C1C(=O)CCC2 (centres undefined)	-0.0032	-8	/	-0.2	3%	0.14	1.1	6	89
16	CCOC(=O)CNS(=O)(=O)c1ccc(S(=O)(=O)N2CCCC2)cc1	-0.3	0	/	1.7	3%	-0.0019	1.1	-2	103
17	O=C(c1cc(-c2ccc3c(c2)OCO3)on1)N1CCN(c2ccccc2)CC1	-0.017	-1	0.97	-3.5	6%	-2	1.1	9	75
18	COc1cccc(C(=O)Nc2c(C(N)=O)oc3ccccc23)c1	2	-2	2.6	-3.4	3%	0.036	1.1	9	38
19	Cc1nnc(SCC(=O)Nc2ccccc2N2CCOCC2)s1	-0.061	-4	0.61	-0.8	6%	0.68	1.1	5	118
20	O=C1C2CCCN2C(c2ccc(F)cc2)N1c1nccs1 (centres undefined)	0.33	1	-0.0032	0.8	8%	0.58	1.1	8	92
21	CC(=O)N1CCc2cc(S(=O)(=O)Nc3cccc(C(F)(F)F)c3)ccc21	5.1*	-5	-1.3	1.8	4%	-0.98	1.2	9	82
22	CCOC(=O)C1/C(=N\O)CC(C)(O)C(C(=O)OCC)C1c1ccc(N(C)C)cc1 (centres undefined)	-0.084	-4	-0.041	-0.8	1%	-0.016	1	7	83
23	COc1cccc(C2=NOC(C(=O)NCCN3CCOCC3)C2)c1 (centres undefined)	-0.37	1	-0.7	-1.8	3%	-1	1.1	4	121
24	COc1ccc(CC(=O)Nc2c3c(nn2-c2cccc(C)c2C)CS(=O)C3)cc1OC (centres undefined)	-0.52	-2	0.69	0.9	6%	0.33	1.1	1	106
25	COCCNS(=O)(=O)c1cccc2cccnc12	-0.51	-1	-1.1	-2.9	3%	-0.15	1.1	9	113
26	O=C(/C=C/N1CCOCC1)c1cc2ccccc2o1	1.1	/	-2.7	/	6%	0.085	1	13	98
27	CN1CCc2c(sc3nc(SCC(=O)N4CCOCC4)nc(N)c23)C1	-0.4	/	-0.27	-0.9	3%[fluoresces]	0.021	2.2*	2	220
28	C=CCC(O)(CCN1CCCCC1)c1ccccc1 (centres undefined)	0.42	0	1.8	-6.2	6%	-8*	1.1	-2	120
29	N#C/C(C(=O)N1CCOCC1)=c1\s/c(=C/c2ccncc2)c(=O)n1-c1ccccc1	-0.089	0	-0.063	-0.8	5%	-0.35	1.1	0	96
30	O=C(Nc1ccc(OC(=O)c2ccncc2)cc1)c1ccncc1	-0.68	-1	-1.1	-3.5	1%	0.95	1.1	1	89
31	COCCNC(=O)CCn1nc(-c2ccc(Cl)cc2)ccc1=O	0.54	-4	-0.054	-3.9	9%	-0.0092	1.1	7	103
32	CCN(CC)c1ccc2c(c1)OC(N)=C(C#N)C2c1cccnc1 (centres undefined)	18*	-31	9.3*	-2.8	10%	-4.6*	1.1	5	59

Gathered by group: those above with an aryl methoxy group
No.	structure	M1 agonist	Hsp90 block	D1 mod	HTR1A agonist	NADH coupling	M1 antag	Fluor 339 460	E coli RNAP	HER2 expr 66K
5	COc1ccccc1N1CCN(C(CNC(=O)c2ccco2)c2cccnc2)CC1 (centres undefined)	-0.032	-4	/	0.8	1%	0.022	1	5	95
14	COc1cccc(C(O)c2cnc(C(C)C)n2C)c1OC (centres undefined)	-0.67	/	0.1	-1.1	4%	-0.087	1	2	132
18	COc1cccc(C(=O)Nc2c(C(N)=O)oc3ccccc23)c1	2	-2	2.6	-3.4	3%	0.036	1.1	9	38
23	COc1cccc(C2=NOC(C(=O)NCCN3CCOCC3)C2)c1 (centres undefined)	-0.37	1	-0.7	-1.8	3%	-1	1.1	4	121
24	COc1ccc(CC(=O)Nc2c3c(nn2-c2cccc(C)c2C)CS(=O)C3)cc1OC (centres undefined)	-0.52	-2	0.69	0.9	6%	0.33	1.1	1	106

(next part)
No.	structure	M1 agonist	Hsp90 block	D1 mod	HTR1A agonist	NADH coupling	M1 antag	Fluor 339 460	E coli RNAP	HER2 expr 66K
33	CCOC(=O)CNC(=O)Cn1cnc2ccc(S(=O)(=O)N3CCC(C)CC3)cc2c1=O	-0.71	1	1.1	2.1	2%	0.22	1.1	10	108
34	CCc1ccc(Nc2nc(N)nc(CSc3nnnn3-c3ccccc3)n2)cc1	/	0	1.4	5.7	4%	/	1.1	-9	78
35	Cc1ccc(OC(C)c2nnc(N)s2)cc1Cl (centres undefined)	2.5*	3	-1.3	-7.1	0%	-0.092	1.1	3	79
36	CN(C)c1ccc(C(=O)OCC(=O)Nc2ccc(S(N)(=O)=O)cc2)cc1	-0.54	-5	1.5	-3.2	3%	-0.56	1.1	-8	101
37	CCOC(=O)N1CCC(NC(=O)c2ccc(NC(=O)C3CCCO3)cc2)CC1 (centres undefined)	1.1	/	0.8	-2.9	6%	0.00098	1.1	9	/
38	Cc1ccc(OCCCC(=O)Nc2ccc(S(=O)(=O)Nc3cc(C)on3)cc2)cc1	0.024	/	0.021	0.3	9%	0.41	1.9	5	55
39	COC(=O)Cc1c(C)nc2nc[nH]n2c1=O	0.34	2	0.021	1.2	2%	-0.41	1	7	53
40	O=C(COCc1nc2ccccc2c(=O)[nH]1)NC1CCCC1	-1.6	-6	1.3	1.1	6%	0.037	1	2	88
41	CCOC(=O)C(CCCOc1cccc(OC)c1)C(=O)OCC	-0.3	0	-1.8	-3.0	1%	-0.13	0.89	6	81
42	O=C(c1ccco1)N1CCN(S(=O)(=O)Cc2ccc(Cl)cc2)CC1	1.1	-2	-0.43	-1.3	5%	-0.87	1.1	1	79
43	CCCN(Cc1ccccc1)S(=O)(=O)c1ccc(N2C(=O)CCC2=O)cc1	0.55	-4	-0.39	-2.0	6%	0.11	1.1	6	78
44	Cc1occc1C(=O)Nc1cc(C(C)(C)C)on1	-0.39	1	/	-0.2	5%	-0.2	1.1	0	96
45	CC(=O)OC(C#CCN1CCOCC1)c1ccccc1 (centres undefined)	0.17	/	0.31	/	7%	0.3	1.1	3	106
46	Cc1cc(C)cc(-n2nnc(C(=O)NCc3ccccc3Cl)c2N)c1	0.18	0	-0.15	-0.9	5%	0.93	1.1	4	89
47	COn1c(=O)c(-c2ccc(Cl)cc2)[n+]([O-])c2ccccc21	-0.23	-2	0.48	-1.8	3%	-0.17	1.5	6	78
48	Cc1ccc(S(=O)(=O)N2CCCC2C(=O)Nc2ccc(O)cc2)cc1 (centres undefined)	-0.17	-2	-0.55	-4.5	11%	0.99	1.1	-3	102
49	Cc1cc(SCC(=O)c2ccccc2)n2nc(C)nc2n1	-0.5	-4	0.97	2.5	7%	-0.24	1	-1	84
50	Cc1ccc(-n2c(SCC(N)=O)nnc2-c2ccccn2)cc1C	-0.58	-3	1.6	-0.5	2%	0.21	1.1	5	85
51	COc1ccc(-n2nc(C(=O)NCC(=O)N3CCN(c4ccccn4)CC3)c3ccccc3c2=O)cc1	1.2	-1	-0.011	0.5	1%	-0.042	1.3	1	92
52	CCc1ccccc1NC(=O)N[C@@H](C)C(=O)OC	-0.098	-2	0.2	-5.7	6%	1	1.1	-4	95
53	CCn1c(CNC(=O)c2ccc(OC)cc2)nnc1SC	-0.54	-1	-0.51	1.5	2%	-0.00036	1.1	10	88
54	O=C(NC(=O)c1cccc(F)c1)OC[C@@H]1CCCN2CCCC[C@H]12	-0.0058	1	-0.83	-1.8	3%	-0.68	1	5	99
55	c1coc(CSCc2cn3cccnc3n2)c1	-0.4	-2	0.33	-2.8	7%	0.13	1.3	2	116
56	COc1ccc(OCC(O)Cn2c(Nc3ccccc3)nc3c2c(=O)n(C)c(=O)n3C)cc1 (centres undefined)	0.16	2	0.91	-0.7	0%	0.14	1.1	7	86
57	CN(CP(=O)(O)C(O)c1ccccc1)S(C)(=O)=O (centres undefined)	-0.32	-3	-1.7	2.0	6%	1.8	1	8	82
58	CCOC(=O)C1CCCN(C(=O)Cn2cnc3c2c(=O)n(C)c(=O)n3C)C1 (centres undefined)	0.0013	-1	-0.95	-1.9	2%	1.5	1.1	-3	96
59	Cc1nn(CC(=O)Nc2cccnc2N2CCOCC2)c(=O)c2ccccc12	-0.052	/	-0.75	-0.3	1%	0.65	1.1	8	81
60	CC1(C)CC(=O)C=C(Nc2cccc(O)c2)C1	-1.6	0	-0.11	-2.1	0%	-0.36	1.1	/	100
61	CCOC(=O)C1CCN(C(=O)c2ccccc2NC(C)=O)CC1	-0.23	1	0.25	-0.9	0%	-0.056	1.1	2	111
62	O=C(CN1CCC(C(=O)c2ccc(Cl)cc2)CC1)Nc1ccc2c(c1)OCCO2	-0.013	-7	0.41	0.3	6%	-1.2	1	8	89
63	O=C(CCN1C(=O)C2C3C=CC(C3)C2C1=O)NC1CCCc2ccccc21 (centres undefined)	0.4	-3	0.35	-0.2	3%	0.34	1	7	118
64	Cc1ccc2c(c1)CCCN2C(=O)C1CCCO1 (centres undefined)	0.16	-18	-0.87	-0.7	9%	-0.078	1.1	1	71
65	O=c1c2ccccc2oc2ncccc12	-0.039	-2	1.3	-1.6	6%	0.43	1.2	-2	75
66	Cc1cc(C(F)F)n2ncc(C(=O)N3CCc4ccccc4C3)c2n1	0.42	-3	-0.006	-1.0	3%	-1.1	1.2	-1	95
67	C=CCn1c(SCC(=O)O)nnc1-c1cccc(Cl)c1	0.0082	-3	-1	-2.0	1%	-0.12	1	4	110
68	CC/C(O)=C(/C#N)c1nnc2n1CCCCC2	-0.21	-1	-0.0031	-3.1	3%	-0.0065	1	9	77
69	O=S1(=O)CCC(NS(=O)(=O)c2cccc3cccnc23)C1 (centres undefined)	-1.2	-19	-0.87	-1.5	2%	-0.09	1.1	-1	147

An unsorted share of the library. Share with any hit: about 16%.
